Bioassay records (PubChem)
Granule exo inh: LAMP-1 surface exposure blockers, TALL-104 cells – cell-based, flow cytometry, MLPCN library, primary screen; AID 651702, 2012; 0.66% of 360,000 active; TALL-104 LAMP-1 surface exposure; cells stimulated with thapsigargin and PMA; inhibition, % at 10 µM;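 active = inhibition above about 55%, limit read from the data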
MC4R antag cAMP: MC4R antagonists of cAMP signaling, primary screen, cell-based, TR-FRET, antagonist arm of biased-ligand search; 0.48% of 360,000 active; MC4R-expressing cells, MTII-stimulated cAMP, LANCE TR-FRET; Melanocortin receptor 4 (Homo sapiens), P32245; AID 540295, 2011; inhibition, % at 6.5 µM;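 active = inhibition above its plate's cutoff, the mean of tested wells on that plate plus 3 SD, cut at about 29% in these data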;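 note: 0% = Melanotan II alone and 100% = Melanotan II plus saturating MCL0020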
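Material – human MC4R-expressing U2OS cells · Repeats – no replicates · Detection – TR-FRET with Eu-cAMP and labeled anti-cAMP, 671 nm · Times – compound 30 min, challenge 1 h, detection 1 h · Compound – single nominal compound dose of 6.5 µM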
MC4R ag barr: MC4R agonists recruiting beta-arrestin, primary screen, cell-based, luminescence, agonist arm of biased-ligand search; Melanocortin receptor 4 (Homo sapiens), P32245; U2OS MC4R beta-arrestin complementation; percent of melanotan II response, DMSO zero; activation, % at 8.9 µM; 0.98% of 360,000 active;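 active = activation above a per-plate cutoff, the mean activation of sample wells on that plate plus 3 SD, cut at about 8% in these data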
Glyco luc inh: increase of ERlucT glycosylation luciferase signal, primary screen, N-linked glycosylation inhibitor project, D54 ERlucT cells, luminescence, set 2; 0.23% of 360,000 active; AID 588692, 2011; D54 ERlucT glycosylation luciferase reporter, 24 h; percent of 100 nM tunicamycin response; reporter increase, % at 12.5 µM;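 active = mean luciferase reporter signal, scaled so untreated is 0 and the glycosylation-blocking control 100, at or above a set limit in every replicate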;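 note: luciferase carries N-glycosylation sites so blocking glycosylation raises the light; 0% = median of neutral control wells and 100% = median of 100 nM tunicamycin wells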
iPSC survival up: enhancers of single-cell hiPSC survival, primary screen, ATPlite luminescence. 100% = ROCK inhibitor wells, 0% = DMSO. survival enhancement, % at 20 µM. 0.044% of 360,000 active. AID 602274, 2012; in the data active = survival enhancement above about 18%;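 note: cells exposed to compounds for 16 hours before the ATP read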
ABHD5-PLIN5 inh: ABHD5-PLIN5 interaction inhibitors, primary screen, cell lysate, split luciferase complementation, luminescence; 0.78% of 360,000 active; Perilipin-5 (Homo sapiens) + 1-acylglycerol-3-phosphate O-acyltransferase ABHD5 (Homo …; Split G. princeps luciferase complementation, 4 h; inhibition, % at 4 µM;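 active = inhibition above the mean inhibition across every tested compound plus 3 SD, cut at about 22% in these data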;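 note: 0% = DMSO only wells and the 100% control is not disclosed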
HTR2A ag: mouse Htr2a agonists via beta-arrestin recruitment, primary screen, cell-based, luminescence | 5-hydroxytryptamine receptor 2A (Mus musculus), P35363 | CHO-K1 mHTR2A beta-arrestin complementation; percent of 30 µM serotonin response | activation, % at 7.6 µM | 0.66% of 360,000 active;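 active = activation above a run cutoff, the mean activation of all tested compounds plus 3 SD, cut at about 14% in these data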;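 note: 0% = plate median of compound wells and 100% = 30 µM serotonin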
ABCB6 inh 2: ABCB6 transporter inhibitors, primary screen, K562-ABCB6 cells, flow cytometry, MLPCN library; ATP-binding cassette sub-family B member 6 (Homo sapiens), Q9NP58; K562-ABCB6 porphyrin accumulation, 1 h; hits give low values; fluorescence ratio to DMSO, % at 10 µM; 0.19% of 360,000 active; AID 602162, 2011;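 active = fluorescence ratio to DMSO below 75%, the collection mean minus 3 SD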;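 note: signal is porphyrin accumulated inside mitochondria; 100% equals median channel fluorescence of DMSO control wells; lower ratio means ABCB6 inhibition with less porphyrin fluorescence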
Target sequence (Q9NP58 whole entry, looked up): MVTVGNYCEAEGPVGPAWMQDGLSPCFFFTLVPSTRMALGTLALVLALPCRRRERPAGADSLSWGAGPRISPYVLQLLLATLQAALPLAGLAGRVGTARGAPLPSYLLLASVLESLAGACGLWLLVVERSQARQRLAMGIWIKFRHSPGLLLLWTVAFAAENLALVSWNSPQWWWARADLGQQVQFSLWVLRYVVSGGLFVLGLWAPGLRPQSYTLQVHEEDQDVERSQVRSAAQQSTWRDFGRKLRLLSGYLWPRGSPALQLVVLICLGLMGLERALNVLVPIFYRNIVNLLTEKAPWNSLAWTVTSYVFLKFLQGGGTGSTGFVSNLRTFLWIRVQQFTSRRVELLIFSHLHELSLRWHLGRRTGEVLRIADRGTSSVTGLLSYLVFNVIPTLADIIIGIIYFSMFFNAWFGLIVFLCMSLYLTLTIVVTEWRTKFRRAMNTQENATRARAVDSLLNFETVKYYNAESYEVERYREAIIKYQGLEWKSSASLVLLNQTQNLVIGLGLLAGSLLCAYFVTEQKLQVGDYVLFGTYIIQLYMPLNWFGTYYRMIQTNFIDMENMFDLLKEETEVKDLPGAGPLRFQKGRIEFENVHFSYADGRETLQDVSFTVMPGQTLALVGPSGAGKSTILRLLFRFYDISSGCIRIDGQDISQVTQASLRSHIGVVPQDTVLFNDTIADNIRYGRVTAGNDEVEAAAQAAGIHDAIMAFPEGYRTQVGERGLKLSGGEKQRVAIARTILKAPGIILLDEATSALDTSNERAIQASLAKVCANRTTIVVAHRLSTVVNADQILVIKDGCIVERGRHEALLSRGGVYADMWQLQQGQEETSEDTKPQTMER
aDG glyco act: activators of alpha-DG glycosylation, primary screen, uHTS, Pro5-aDG cells, AlphaScreen; activation, % at 10 µM; alpha-DG glycosylation AlphaScreen (IIH6); 0% Pro5, 100% B10-LARGE cell signal; 0.22% of 360,000 active;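 active = activation of at least 8% versus controls, or a plate z-score of at least 8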;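 note: Pro5 are CHO cells carrying HIG-tagged alpha-DG that lacks glycosylation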
H9c2 protect: cardioprotection against H2O2-induced cell death, primary screen, uHTS, H9c2 cells, ATPLite luminescence. protection from H2O2 cell death, % at 20 µM. 0.63% of 360,000 active. H9c2 cardiomyocytes, H2O2 injury protection, 2 h. AID 588492, 2011;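 active = compounds giving at least 50% protection of heart cells from peroxide-induced death in the single-dose screen, raw or plate-pattern-corrected value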;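 note: 0% = DMSO wells with peroxide and 100% = DMSO wells without peroxide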
The depositor's hits bear a star; . = no result given.

SMILES	Granule exo inh	MC4R antag cAMP	MC4R ag barr	Glyco luc inh	iPSC survival up	ABHD5-PLIN5 inh	HTR2A ag	ABCB6 inh 2	aDG glyco act	H9c2 protect
Cc1oc(-c2ccc(Cl)cc2)nc1CS(=O)CC(=O)NCc1ccco1 (stereo not drawn)	0	5	-1.4	5	2.0	0	-2	105	-0.4	-4
COCCNS(=O)(=O)c1ccc(SC)cc1	-1	9	-1.9	0	-2.0	2	-1	100	-0.2	0
CC(=O)NCCNC(=O)Cn1nnc(-c2ccccc2)c1COc1ccc2ccccc2c1	-6	3	-0.6	1	3.2	11	-6	94	-0.2	6
COc1cccc(CNC(=O)[C@@H]2CCCN2C(=O)[C@H]2CCCCN2)c1	1	.	.	.	-0.9	-3	1	98	-0.2	.
CCc1ccc(OC2=NS(=O)(=O)c3ccccc32)cc1	2	-11	-1.6	-1	-0.4	9	6	95	-0.2	-5
COc1cccc(/C=N/NC(=O)c2nc(-c3ccccc3)cc(-c3ccccc3)n2)c1	4	9	-1.6	8	0.9	0	-5	93	-0.5	89*
Cn1c(Cc2csc(N)n2)nnc1SC/C=C/c1ccccc1	-2	8	0.1	-2	-1.5	-3	0	98	-0.2	-4
Cn1c(=O)[nH]c(=O)c2c1nc(N)n2Cc1ccccc1	1	2	-2.7	7	0.1	-3	-2	97	0.0	11
C#CCOCCOCCOCCNc1nc(N2CCN(C(=O)Cn3cc(CCCN=C(N)N)nn3)CC2)nc(N2CCN(C(=O)Cn3cc(CC(C)O)nn3)CC2)n1 (stereo not drawn)	1	3	-0.2	1	1.3	-1	-1	101	-0.1	-7
CCOCCCn1c(=S)[nH]c2cc(C(=O)N3CCN(C4CCCCC4)CC3)ccc2c1=O	0	22	-0.1	-3	-0.1	-4	-1	100	0.0	-1
CCc1cccc(CC)c1NC(=O)COC(=O)/C(C#N)=C/c1ccc(OC)cc1	-4	16	3.4	1	-0.3	-3	4	90	-0.3	-9
Cc1ccc(NC(=O)CCc2c(C)nc3ncnn3c2C)nc1	-1	-4	0.3	0	5.0	-7	0	99	-0.2	3
Cc1ccc(S(=O)(=O)N(C)c2c(C)ccc(S(=O)(=O)Nc3ccncc3)c2C)cc1	-5	7	-0.7	-1	0.5	4	-3	95	-0.2	-2
O=S(=O)(c1cc(F)ccc1F)N1CCN2CCCC2C1 (stereo not drawn)	-4	10	0.7	1	-0.7	10	-1	95	0.1	2
O=C(NCCc1cccs1)C1CC(c2ccccc2[N+](=O)[O-])=NO1 (stereo not drawn)	-11	3	-1.5	2	-1.9	10	-3	94	-0.1	4
Cc1ccc(SC(C)C(=O)NCC(C)C)cc1 (stereo not drawn)	-2	5	-2.6	-2	2.8	-1	2	99	-0.2	0
O=C(CSc1nnc(COc2ccc(Br)cc2)o1)N1CCOCC1	26	3	0.3	-1	2.4	-6	8	109	-0.2	-10
O=C1C2CCCN2C(=O)N1CCCCN1CCN(c2ccccc2)CC1 (stereo not drawn)	0	-2	-2.8	0	-1.4	-7	15*	97	-0.1	-2
CCOC(=O)Cc1cc(=O)[nH]c(Nc2nc3ccccc3o2)n1	0	8	-2.8	2	-0.8	3	0	99	-0.3	1
CC(C)(C)c1ccccc1NC(=O)NC1CCN(Cc2c(F)cccc2Cl)CC1	-2	5	-2.6	-2	-0.2	2	-1	91	0.0	8
CC/C(=N\NC(=O)c1ccc(CN(C)S(=O)(=O)c2ccc(C)cc2)cc1)c1ccc(OC(F)F)cc1	2	2	-2.5	0	-0.6	-1	1	98	-0.3	2
O=C(CSC1=NC(=O)C(Cc2ccccc2)C(=O)N1)Nc1ncc(Br)cc1Br (stereo not drawn)	6	10	-2.4	-3	2.2	2	4	101	0.1	-2
CC1CCCC(C)N1C(=O)COC(=O)c1ccc2c(c1)OCO2 (stereo not drawn)	2	-2	0.2	-3	-3.9	-4	0	102	-0.1	-6
CC(=O)N1CCN(CC(c2ccccc2)c2ccccc2)CC1	-6	-1	-0.6	2	-0.2	6	0	95	-0.3	-1

Sorted by value in HTR2A ag (falling): 3 from the list above
Molecule	HTR2A ag
CC(=O)N1CCN(CC(c2ccccc2)c2ccccc2)CC1	0
CC(C)(C)c1ccccc1NC(=O)NC1CCN(Cc2c(F)cccc2Cl)CC1	-1
O=C(NCCc1cccs1)C1CC(c2ccccc2[N+](=O)[O-])=NO1 (stereo not drawn)	-3

Next section.
SMILES	Granule exo inh	MC4R antag cAMP	MC4R ag barr	Glyco luc inh	iPSC survival up	ABHD5-PLIN5 inh	HTR2A ag	ABCB6 inh 2	aDG glyco act	H9c2 protect
O=C(NCCCN1CCOCC1)c1ccc(NS(=O)(=O)c2ccccc2)cc1	-2	-5	-3.8	1	-0.5	0	1	102	0.2	-4
CCOC(=O)c1cnc2cc(C)ccn2c1=O	2	1	-0.7	1	-0.3	0	5	97	-0.1	-4
CC(CCc1ccccc1)NC(=O)CN(C)Cc1ccc(F)cc1 (stereo not drawn)	15	5	-1.9	-1	-0.8	5	-10	96	0.1	-1
COc1cccc(OC)c1NC(=O)CN(C)S(=O)(=O)c1ccc2c(c1)OCCO2	0	-6	-2.3	-2	0.1	0	8	84	0.0	1
O=C(NCc1ccccc1)c1c(O)c2ccccc2[nH]c1=O	-15	2	-0.3	2	-0.1	8	3	95	0.0	-10
O=c1[nH]ncc(N2CCCCC2)c1Cl	-3	7	-1.3	4	-2.5	-2	-4	101	0.1	-4
O=C(NCC(c1cccs1)N1CCOCC1)c1cc(-c2ccc(F)cc2)nc2ccccc12 (stereo not drawn)	-1	2	0.7	-4	2.3	5	-5	98	0.0	17
COc1ccccc1OCC(=O)Nc1nonc1NC(=O)COc1ccccc1OC	4	6	-1.1	3	-0.3	-3	3	102	-0.3	10
CCCCCCNC(=O)O[C@H]1Cn2c(=O)n(CCCCCC)c(=O)n2[C@@H]2CN(S(=O)(=O)c3ccc(C)cc3)C[C@]12O	16	2	2.2	-6	1.6	-13	0	99	0.6	-20
O=C(NC1CC1)c1cccc(NC(=O)c2cc(S(=O)(=O)N3CCOCC3)ccc2Cl)c1	-1	-3	-1.7	4	1.1	4	2	95	-0.1	6
CC12CCC(=O)N1C(C(=O)Nc1nc(-c3ccc(F)cc3)cs1)CS2 (stereo not drawn)	-3	-8	1.0	-1	-0.4	-1	0	89	0.2	10
O=C(c1ccc(CSc2ccccc2)cc1)N1CCCCCC1	-1	6	-1.6	1	1.0	-3	-7	101	0.0	-1
COC(=O)NC1(C(=O)O)CCCC1	7	18	1.2	1	-0.6	-1	-4	92	0.0	-1
O=C(NNC(=S)NC(=O)c1ccccc1[N+](=O)[O-])c1ccccc1[N+](=O)[O-]	-2	3	-1.4	0	-0.6	-3	-4	98	-0.2	-1
CCCCN1C(=O)C(O)(CC(=O)c2ccccc2OC)c2ccccc21 (stereo not drawn)	16	4	0.8	0	-1.7	11	1	93	0.3	1
CCN(C[C@H]1N[C@@](Cc2ccccc2)(C(=O)OC)[C@H]2C(=O)N(Cc3ccccc3)C(=O)[C@@H]12)C(=O)Nc1ccc(Cl)cc1	-1	0	6.0	6	-2.7	-8	-1	94	0.0	-17
CN(c1ccc(OCC(=O)NC2CCCC2)cc1)S(=O)(=O)c1cccs1	1	-2	-0.8	0	-2.3	2	-2	96	-0.4	-3
CCN(C(=O)CSc1nc(C)nc2sc3c(c12)CCC3)C1CCS(=O)(=O)C1 (stereo not drawn)	1	11	-0.2	10	2.9	0	1	101	0.2	-1
COc1ccccc1OCCCc1c(C)n[nH]c1C	-2	11	0.7	-3	0.3	-7	0	101	-0.1	3
CCc1cc2c(=O)[nH]c(Cc3ccc(Cl)cc3)nc2s1	0	4	1.0	3	1.4	-5	-3	105	-0.1	-9
CCOC(=O)CC1C(=O)NCCN1C(=S)NC(=O)c1ccc(C)c(Br)c1 (stereo not drawn)	-1	-4	-0.3	1	0.4	-1	1	102	-0.5	4
Cc1ccc(O)c(NC(=O)C2CC(c3ccc(F)cc3)=NO2)c1 (stereo not drawn)	-8	7	-0.7	-2	0.2	3	1	94	0.0	1
CS(=O)(=O)N(CC(=O)NCCSCc1cccc(Cl)c1)c1ccc2c(c1)OCO2	3	18	1.3	-3	2.8	-1	-3	92	0.0	-4
O=S(=O)(Nc1nc2ccccc2nc1Cl)c1ccccc1	3	0	-0.1	1	-0.1	1	0	107	0.1	0
O=C(COC(=O)CNC(=O)c1ccc(Cl)cc1Cl)NNC(=O)c1ccccc1F	-4	3	0.1	1	3.1	0	-1	97	0.0	5
Cc1ccc(S(=O)(=O)N2C(=O)[C@@H]3Cc4ccccc4CN3C2=O)cc1	42	1	-0.6	1	-0.3	-4	3	99	0.0	37
CC(=O)Nc1ccc(S(=O)(=O)NCC(=O)OCC(=O)NC23CC4CC(CC(C4)C2)C3)cc1	-4	2	-0.1	1	2.0	-7	0	96	-0.2	8
CCN(C(=O)c1cn(CC)c(=O)c2cc(OC)c(OC)cc12)c1ccccc1C	1	-2	-1.8	-1	1.1	-5	-3	87	-0.1	17
C/C(=N\NC(N)=S)c1cc(-c2ccccc2)c(-c2ccccc2)s1	-7	3	-0.2	-5	-0.5	-14	-3	98	1.5	-9
O=C(COC(=O)CN1C(=O)c2ccccc2C1=O)NC1CCCC1	-5	2	0.7	1	-0.5	2	0	98	0.0	-2
CCOC(=O)C1=C(O)C(=O)NC(c2ccccc2)=C(OCC)C1	2	1	-2.5	-1	0.0	7	2	96	-0.1	12
COc1ccc(OCCC(=O)NCc2ccccc2)cc1	3	0	-0.8	2	1.1	-2	-4	98	-0.2	0
O=C(C1CC(=O)N(c2ccc(F)cc2)C1)N1CCOCC1 (stereo not drawn)	2	14	2.1	-1	-0.4	0	4	102	-0.1	3
Cc1ccc(OCC(=O)Nc2ccc(C)c(S(=O)(=O)N3CCCCCC3)c2)c([N+](=O)[O-])n1	6	-6	2.7	-2	-0.1	11	2	91	1.7	-10
C[C@@H](CN=[N+]=[N-])CN1CC[C@H](NC(=O)OCc2ccccc2)CCC1=O	-9	-2	-0.5	2	-2.6	0	-3	95	0.1	0
CCCN1C(=O)C(NC(C)=O)c2ccccc21 (stereo not drawn)	1	0	-1.6	1	3.0	-3	-2	97	0.1	-4
CC1CC(C)CN(C(=O)CCCNC(=O)c2ccc(Cl)cc2)C1 (stereo not drawn)	-17	1	-1.4	1	-0.5	3	4	98	-0.1	-5

Outcome played no part in choosing rows; any-hit rate near 4.5%.
